Screening results (PubChem)
IEC-6 cytotox = counter-screen for KLF5 inhibitors: cytotoxicity in IEC-6 cells; IEC-6 cytotoxicity, luminescence viability; inhibition, % at 5 µM; hit rate 0.78% among 290,000; in the data active = inhibition above about 22%;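 also: 0% = plate median of test compound wells and 100% = cytotoxic reference compound wells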
HIF activator = HIF pathway transcriptional activation; U2OS HRE-luciferase reporter, luminescence; normalized: DMSO 0%, desferrioxamine 100%; activation, % at 7.5 µM (by protocol); hit rate 0.32% among 300,000; AID 1910;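 active = mean activation of at least 10% of the iron chelator positive control signal, with at least half of replicates also reaching 10%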
Platelet DG rel = platelet dense granule release activity; human platelet-rich plasma, SFLLRN dense granule ATP release, luminescence; inhibition, %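 (compounds screened at 7.5 µM in platelet-rich plasma)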; hit rate 0.22% among 300,000; AID 1663;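 active = mean replicate score, as percent of positive control, at or above 50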
KLF5 inhibitor = suppresses KLF5 promoter-driven expression; DLD-1 KLF5 promoter-luciferase reporter, luminescence; inhibition, % at 5 µM; hit rate 0.23% among 290,000;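 active = inhibition above a per-plate limit of that plate's mean compound inhibition plus 3 SD, cut at about 60% in these data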;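 also: 0% = DMSO wells and 100% = LY294002 at 200 µM; higher means less KLF5 promoter-driven luciferase light; inactives centre near -14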
HSF-1 act = increases HSF-1 driven luciferase reporter signal. NIH3T3-HGL HSF-1 luciferase reporter, MG132, 8 h; 100% = twice DMSO control signal. activation, % at 9 µM. hit rate 1.7% among 300,000;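 active = mean replicate activation of at least 50% with a set share of replicates each reaching 50%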;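 also: 0% = median of the neutral control wells and 100% = twice that signal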
aSyn 5UTR inh = MLPCN primary screen, SNCA 5' untranslated region; alpha-synuclein 5'UTR reporter, inhibitor activity; inhibition, % (tested at 7.5 µM); hit rate 0.82% among 300,000; AID 1813; in the data active = inhibition above about 60%;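 also: H4 neuroglioblastoma cells stably carrying SNCA 5'UTR luciferase fusion; 0% = DMSO wells and 100% = positive control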
SKKanGAS inh = inhibitors of SKKanGAS S. pyogenes growth in kanamycin (SK-promoter or general growth effect). AID 1662. hit rate 1.3% among 300,000. inhibition, % at 7.5 µM. BacTiter-Glo, 6 h;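 active = mean replicate score, as percent of positive control median, at least 50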;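 also: strain carries kanamycin resistance gene driven by streptokinase promoter and grows in 40 µg/ml kanamycin; loss of luminescence reflects streptokinase promoter inhibition or plain growth inhibition; 0% = median of DMSO wells and 100% = positive control at its reference dose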
AI-2 QS mod = modulators of Vibrio harveyi AI-2 quorum sensing system; Vibrio harveyi JMH597 AI-2 luminescence/OD600 ratio, 9 h; hits give low values; strain lacks LuxN and CqsS sensors; 0 = neutral-control median; activity change, % at 7.5 µM; hit rate 0.4% among 300,000; AID 2094; in the data active = activity change below about -75%, passing the limit was not always enough;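 also: luminescence divided by OD600 gain over 9 h not by final OD600 alone; inactives centre near 13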
HSF1 inhib = HSF1 inhibition; NIH3T3-HGL HSE-luciferase, MG132-induced, luminescence 8 h; hits give low values; AID 2098; activity change, negative = inhibition, % at 7.5 µM (by protocol); hit rate 0.77% among 300,000;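 active = more than half of replicate wells show activity change below -50%, luminescence cut by over half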;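 also: luciferase reports HSF-1 transcriptional activity via heat shock element; 0% = median of DMSO wells and -100% = zero luminescence signal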
HSP90 refold inh = inhibitors of HSP90 luciferase refolding in rabbit reticulocyte lysate; luciferase refolding luminescence, 3 h; inhibition, % at 5.6 µM; hit rate 0.91% among 290,000; AID 1789;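 active = inhibition above the screen-wide mean plus 3 SD, computed separately per campaign, cut at about 16% in these data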;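 also: 0% = DMSO wells and 100% = 60 µM geldanamycin wells; inhibitors lower the luminescence because luciferase stays unfolded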
Numbers without * were called inactive; / = not tested or not shown.

SMILES	IEC-6 cytotox	HIF activator	Platelet DG rel	KLF5 inhibitor	HSF-1 act	aSyn 5UTR inh	SKKanGAS inh	AI-2 QS mod	HSF1 inhib	HSP90 refold inh
Fc1ccccc1CSc1nnnn1-c1ccc2c(c1)OCO2	1.4	1.9	5.5	-14.2	14.6	-65.2	16.2	9.8	19.3	-0.9
COC(=O)c1ccccc1NC(=O)Cn1cnc([N+](=O)[O-])c1	0.9	0.3	3.6	-31.1	-9.6	-2.5	-1.0	25.0	-3.3	-3.5
NC(=O)COc1ncnc2scc(-c3ccc(F)cc3)c12	-1.5	0.0	0.3	-6.6	-8.9	9.8	0.2	-4.7	-8.6	0.4
COc1ccc(NS(=O)(=O)c2c(C)[nH]c(=O)[nH]c2=O)cc1OC	0.2	0.0	-6.6	-28.4	-16.1	-8.2	2.8	30.7	0.4	-4.0
CCOC(=O)C1=NN(c2ccccc2C)C2=NC(C)=C(C(=O)OC)C(c3cccc(OC)c3)N12 (configuration not stated)	-0.2	/	2.2	-16.4	17.9	-23.9	-2.2	13.1	15.1	3.1
COc1ccc(NC(=O)NCCN2CCN(c3ccc(C)cc3)CC2)c(Cl)c1	2.3	2.3	-3.8	-8.8	-6.0	36.7	-2.2	11.3	-5.8	-2.3
COC(=O)c1c(Sc2ccccc2)c2ccccc2n1C	-7.7	-12.7	-7.0	-36.2	17.3	14.5	6.1	3.3	-7.6	1.7
NS(=O)(=O)c1ccc(NC(=O)COc2ccc(C(=O)c3ccc(F)cc3)cc2)cc1	4.4	-0.2	-2.2	-28.3	-2.3	1.7	0.7	4.7	-1.9	0.5
Cc1ccc(OCCC(=O)OCC(=O)Nc2ccc3c(c2)OCO3)cc1	/	-0.6	0.4	/	-7.0	1.7	-5.0	9.6	-3.1	/
CC(=O)c1cccc(N(C(=O)CNC(=O)c2ccco2)C(C(=O)NC2CCCC2)c2ccco2)c1 (configuration not stated)	1.2	0.0	-0.4	-13.2	-4.8	-9.5	-1.2	29.1	-2.4	0.8
NC(=O)CC(NSc1ccccc1[N+](=O)[O-])C(=O)O (configuration not stated)	-1.0	0.3	2.8	-22.5	5.1	-5.8	6.2	6.3	2.5	-1.7
O=S(=O)(Nc1n[nH]c(C(F)(F)F)n1)c1ccccc1	-1.4	0.0	-9.7	0.2	-13.0	-0.3	0.4	5.9	-6.0	8.6
Cc1cc(C)nc(NC(=O)c2ccc(C)o2)n1	-4.5	0.0	-5.0	-18.8	4.5	7.3	1.9	31.0	-7.1	1.3
COc1cc2c(cc1NC(C)=O)CCCC2	0.3	-0.4	-6.8	-6.7	5.0	8.8	-2.9	22.9	0.9	3.9
COc1cc(OC)cc(C(=O)N[C@H](C(=O)Nc2nc(-c3ccc(OC)c(OC)c3)cs2)C(C)C)c1	-0.2	-0.3	-1.8	-11.5	0.4	11.1	13.6	9.8	-0.2	1.6
CN1CCCCCC1C(=O)N1CCC(N2CCC(C(=O)N3CCOCC3)CC2)CC1 (configuration not stated)	1.4	0.0	-5.2	8.5	1.5	2.5	0.8	4.1	1.9	-1.5
C(=N\Nc1nncc2ccccc12)/c1ccccc1	2.6	2.0	8.6	-75.0	33.2	-74.9	-10.6	16.5	24.8	1.9
O=C(NCCN1CCOC1=O)C1CCC(=O)N(CCc2ccc(Cl)cc2)C1 (configuration not stated)	3.6	0.1	9.3	-4.3	11.9	10.1	25.3	0.8	5.5	2.4
Cc1ccc(-n2c(CNc3ccc(C)c(Cl)c3)n[nH]c2=S)cc1	-7.7	-0.1	-9.7	-27.6	3.7	-16.5	-6.6	16.5	2.2	0.6
CCOC(=O)N1CCC(N(CCOC)C(=O)Nc2ccc(CC)cc2)CC1	-5.9	0.5	6.1	19.9	-5.8	0.8	8.3	13.3	-8.8	4.5
COc1ccc(-c2nc(N)n[nH]2)cc1	-3.1	0.1	-11.4	-24.0	11.5	-33.2	-6.9	-9.9	6.8	1.5
CCOC(=O)CSC1=C(C#N)C(=O)NC(c2ccc(OC)cc2)S1 (configuration not stated)	4.9	-1.2	2.6	-0.7	1.7	3.8	-1.4	23.3	-0.5	1.5
CC1(C)C(=O)C2(CCCCC2)C(=O)OC1c1ccc(O)cc1 (configuration not stated)	-7.5	0.1	-2.2	-7.8	0.9	10.0	-0.5	-1.6	1.4	2.1
COC(=O)c1cc(Br)c(=O)n(CCN2CCOCC2)c1	2.1	-0.2	0.1	1.5	3.5	-9.0	-6.7	7.1	-2.6	-0.9
O=C(NNC(=O)c1cccs1)c1ccc(Cl)cc1	-0.9	0.5	11.1	-26.8	25.0	-54.2	0.0	12.2	4.7	-3.9
COc1cc(COc2ccc3c(C)c(Cc4ccccc4)c(=O)oc3c2C)cc(OC)c1OC	2.5	-23.5	-0.6	5.2	11.4	6.4	19.8	22.4	-0.8	2.3
Cc1ccc(-n2nnnc2CSc2nnc(-c3ccc(O)cc3)o2)cc1	5.8	0.2	9.4	-35.6	17.4	-17.1	-6.1	-4.5	-3.0	-0.9
CN(C)c1cc[n+](CC(=O)Nc2ccc(OC(F)F)cc2)cc1	-0.1	0.1	-0.3	4.4	-2.9	-9.5	4.5	7.4	-6.7	-3.0
CCCN1CCC(NC(=S)Nc2ccc(C(=O)OCC)cc2)CC1	-1.4	/	-0.3	-9.2	/	14.7	-2.8	17.0	/	-0.3
Cc1ccc(/C=N/c2sc3c(c2C#N)CCCCC3)o1	0.5	1.6	26.3	-34.6	-6.9	-37.0	-3.3	31.4	-11.1	0.3
COc1ccccc1CCC(=O)Nc1nc2ccccc2[nH]1	6.6	3.1	-3.1	-72.7	28.0	-223.0	24.6	-4.8	5.5	-1.0
COc1cccc(-n2c(=O)c3sccc3n(CC(=O)NCC3CCCO3)c2=O)c1 (configuration not stated)	5.1	-0.5	-8.0	-12.9	7.0	-4.2	-5.1	8.2	-1.9	2.6
CCOC(=O)N1CCN(C(=O)c2cc(COc3ccc(OC)cc3Cl)on2)CC1	5.1	1.4	15.1	-46.0	-8.0	-61.7	-8.7	-8.3	-0.1	9.0
CN(CC1CCCN(CCc2cccc(C(F)(F)F)c2)C1)C(=O)c1ccc2nc[nH]c2c1 (configuration not stated)	2.4	-0.2	1.4	-3.1	-20.1	0.4	-1.6	21.7	-7.2	-5.7
CCOc1ccc(-n2c(=S)sc3c(=O)[nH]c(SCC(=O)C(C)(C)C)nc32)cc1	7.8	-0.6	3.1	8.5	-9.9	-8.3	30.8	30.0	7.2	1.0
CCc1cccc(C)c1NC(=O)C1CCN(C(=O)c2ccc([N+](=O)[O-])cc2)CC1	8.7	0.0	-3.2	17.1	4.2	9.8	5.3	18.5	-5.7	6.3
CCN1CCN(S(=O)(=O)c2cc(C)c(OC)cc2C)CC1	0.7	-0.1	15.7	-17.9	2.0	-11.1	22.3	9.8	-6.0	-1.6
COc1ccc(NC(=O)Cc2c(O)c3ccccc3[nH]c2=O)cc1	5.6	-0.3	11.7	-6.8	5.4	15.6	-2.7	2.1	-2.9	2.2
Cn1cc([N+](=O)[O-])c(C(=O)n2cccn2)n1	4.3	0.3	10.9	3.5	-31.2	29.4	-1.2	29.9	-12.4	7.5
Cn1c(SCC(=O)Nc2ccccc2Cl)nnc1C1CC1	-4.6	-0.1	-5.9	-16.3	-6.8	5.1	-0.2	10.7	0.3	2.0
Cc1ccc(CNC(=O)c2cc3c(=O)n(C)c4ccccc4c3n2C)cc1	4.7	0.1	4.2	-27.1	5.1	-3.8	-8.6	24.6	-2.0	2.1
COc1ccc2nc(C3CCCCC3)nc(C3CCCCC3)c2c1	/	0.2	-1.6	/	3.8	34.2	90.1*	28.3	-1.9	/
Cc1ccc(C(=O)Oc2cccc(-n3cnnn3)c2)cc1	2.3	0.8	-5.4	-5.0	-5.6	-43.2	-14.1	-12.9	2.2	1.6
O=C(O)CC1(CC(=O)N2CCN(CCO)CC2)CCCC1	2.8	-0.7	-3.5	-30.9	-0.3	-5.2	-4.5	4.1	-3.8	-1.7
CCN(CC)CCOc1nnc(-c2ccc(C)cc2)c2ccccc12	-0.1	-0.1	1.7	-46.9	2.2	-4.2	2.3	-15.0	17.7	3.0
CCCCn1c(N)c(N(CC(C)C)C(=O)c2ccc(S(=O)(=O)N(CC)c3ccccc3)cc2)c(=O)[nH]c1=O	/	-0.1	-2.0	/	-15.9	4.6	21.5	30.4	-2.4	/
Cc1ccc(CN2CCN(C3CCOCC3)CC2CCO)cc1 (configuration not stated)	-1.8	-0.1	-6.3	-0.9	2.1	1.9	17.2	20.9	2.3	0.0
CC(Cc1cccs1)N(Cc1ccc(Cl)cc1)C(=O)c1ccncc1 (configuration not stated)	-0.2	1.0	-1.7	-13.1	-8.9	-1.7	-0.7	11.9	1.0	-2.0

Reformatted with values under each structure: part of the list above
Sequence of screens – IEC-6 cytotox, HIF activator, Platelet DG rel, KLF5 inhibitor, HSF-1 act, aSyn 5UTR inh, SKKanGAS inh, AI-2 QS mod, HSF1 inhib, HSP90 refold inh
> CCN1CCN(S(=O)(=O)c2cc(C)c(OC)cc2C)CC1
→ 0.7, -0.1, 15.7, -17.9, 2.0, -11.1, 22.3, 9.8, -6.0, -1.6
> CC(Cc1cccs1)N(Cc1ccc(Cl)cc1)C(=O)c1ccncc1 (configuration not stated)
→ -0.2, 1.0, -1.7, -13.1, -8.9, -1.7, -0.7, 11.9, 1.0, -2.0
> COc1ccc(NC(=O)Cc2c(O)c3ccccc3[nH]c2=O)cc1
→ 5.6, -0.3, 11.7, -6.8, 5.4, 15.6, -2.7, 2.1, -2.9, 2.2
> Cc1ccc(CNC(=O)c2cc3c(=O)n(C)c4ccccc4c3n2C)cc1
→ 4.7, 0.1, 4.2, -27.1, 5.1, -3.8, -8.6, 24.6, -2.0, 2.1

Carrying on.
SMILES	IEC-6 cytotox	HIF activator	Platelet DG rel	KLF5 inhibitor	HSF-1 act	aSyn 5UTR inh	SKKanGAS inh	AI-2 QS mod	HSF1 inhib	HSP90 refold inh
Cc1cccc(C2=NNC(=O)C(c3ccc(Cl)cc3)C2)c1 (configuration not stated)	4.0	-0.3	-1.7	-28.6	29.0	16.1	8.9	27.9	4.5	1.5
CC(NC(=O)c1cn(C)c2ccc(S(=O)(=O)N3CCCC3)cc2c1=O)c1ccccc1 (configuration not stated)	2.3	2.7	-5.6	-7.4	-7.8	12.0	-4.9	4.9	-7.9	5.2
O=C(NNC1=NS(=O)(=O)c2ccccc21)c1ccccc1	7.2	0.9	11.3	-4.1	-9.9	-0.5	1.0	11.7	-3.5	5.2
CN(C)c1nc(OCCOC(=O)COc2ccc(Cl)cc2Cl)nc(N(C)C)n1	1.3	0.1	-1.8	-10.7	-13.6	-10.2	-11.4	-8.1	-1.6	3.9
C=CCn1c(SCC(=O)Nc2ccc(S(N)(=O)=O)cc2)nnc1-c1cnccn1	-4.1	0.1	-1.6	-5.3	12.7	-0.2	-2.1	9.8	-1.4	-4.8
O=C(c1cccc(C(F)(F)F)c1)N1CCC2(CC1)NCCc1[nH]cnc12	-8.8	-0.5	9.1	-23.1	-2.7	-29.0	-1.9	44.0	-0.7	-6.5
Cc1ccc(OCC(=O)c2cc(C)c(C)cc2C)c([N+](=O)[O-])n1	2.5	-0.4	1.8	1.6	35.4	6.5	1.1	22.1	18.3	2.7
COc1cc(NC(=O)c2ccco2)c(C(=O)OCC(=O)c2c[nH]c3ccccc23)cc1OC	1.5	0.2	-0.1	-18.2	-35.7	11.4	31.7	19.9	-34.7	0.0
